# Screens deposited in PubChem BioAssay by several laboratories.
# aDG glyco up = increases alpha dystroglycan glycosylation | activation, % at 10 µM | Pro5-aDG cells, alpha-DG glycosylation AlphaScreen (IIH6); 0% Pro5, 100% B10-LARGE cell signal | 360,000 compounds, 0.22% hits;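 active means activation of at least 8% versus controls, or a plate z-score of at least 8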;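 further: Pro5 are CHO cells carrying HIG-tagged alpha-DG that lacks glycosylation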
# m5-HT2A agonist = mouse HTR2A agonism via beta-arrestin recruitment; P35363; CHO-K1 mHTR2A beta-arrestin complementation, luminescence; percent of 30 µM serotonin response; activation, % at 7.6 µM; 360,000 compounds, 0.66% hits;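 active means activation above a run cutoff, the mean activation of all tested compounds plus 3 SD, cut at about 14% in these data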;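 further: 0% = plate median of compound wells and 100% = 30 µM serotonin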
# ABCB6 inh 2 = blocks the human ABCB6 transporter | K562-ABCB6 porphyrin accumulation, flow cytometry, 1 h; stronger effect = lower value | 360,000 compounds, 0.19% hits | fluorescence ratio to DMSO, % at 10 µM | AID 602162 | Q9NP58;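 active means fluorescence ratio to DMSO below 75%, the collection mean minus 3 SD; inconclusive means too few cells collected in the well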;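 further: signal is porphyrin accumulated inside mitochondria; 100% equals median channel fluorescence of DMSO control wells; lower ratio means ABCB6 inhibition with less porphyrin fluorescence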
# Target sequence (Q9NP58 whole entry, looked up): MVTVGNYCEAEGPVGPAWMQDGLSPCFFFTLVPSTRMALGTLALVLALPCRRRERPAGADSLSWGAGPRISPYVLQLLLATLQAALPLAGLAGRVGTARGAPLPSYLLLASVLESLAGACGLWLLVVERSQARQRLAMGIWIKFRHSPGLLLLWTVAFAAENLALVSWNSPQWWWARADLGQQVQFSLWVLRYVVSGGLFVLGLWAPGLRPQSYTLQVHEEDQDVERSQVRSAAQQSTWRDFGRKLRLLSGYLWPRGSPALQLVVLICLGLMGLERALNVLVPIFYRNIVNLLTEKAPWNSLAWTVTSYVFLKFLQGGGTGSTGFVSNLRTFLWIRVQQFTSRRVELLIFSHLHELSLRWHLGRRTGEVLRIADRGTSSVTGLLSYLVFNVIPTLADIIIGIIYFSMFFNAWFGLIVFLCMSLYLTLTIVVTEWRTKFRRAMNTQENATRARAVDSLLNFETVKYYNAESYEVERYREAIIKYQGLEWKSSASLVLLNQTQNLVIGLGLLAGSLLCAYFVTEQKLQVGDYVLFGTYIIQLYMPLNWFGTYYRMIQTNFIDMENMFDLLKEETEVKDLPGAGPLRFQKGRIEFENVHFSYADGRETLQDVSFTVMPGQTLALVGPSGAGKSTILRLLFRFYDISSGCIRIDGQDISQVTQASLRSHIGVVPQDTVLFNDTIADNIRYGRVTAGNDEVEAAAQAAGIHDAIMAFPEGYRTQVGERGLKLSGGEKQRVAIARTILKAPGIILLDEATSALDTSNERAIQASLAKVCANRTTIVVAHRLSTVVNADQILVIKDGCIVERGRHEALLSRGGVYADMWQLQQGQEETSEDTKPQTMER
# CaV13 FRET inh = Primary screen for inhibitors of IQ motif and Ca2+-dependent inactivation inhibitor domain binding in CACNA1D, Förster resonance energy transfer in living cells, … | HEK cells, CFP/YFP FRET ICDI-IQ, plate reader, 10 min; percent FRET-ratio fall versus neutral wells | inhibition, % at 12.3 µM | 340,000 compounds, 0.098% hits;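 active means mean replicate inhibition of at least 30% and at least 1% of replicates passing that level; inconclusive means only one of the two criteria is met; inactive means neither criterion is met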;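 further: 0% = median of the neutral control wells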
# iPSC survival up = enhancers of human iPSC single-cell survival. 360,000 compounds, 0.044% hits. AID 602274. survival enhancement, % at 20 µM. hiPSC single-cell survival, ATPlite luminescence; 100% = ROCK inhibitor wells, 0% = DMSO; in the data active means survival enhancement above about 18%;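 further: cells exposed to compounds for 16 hours before the ATP read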
# H9c2 protect = myocardial damage modulation in H9c2 cells; H9c2 cardiomyocytes, H2O2 injury protection, ATPLite, 2 h; protection from H2O2 cell death, % at 20 µM; 360,000 compounds, 0.63% hits; AID 588492;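 active means compounds giving at least 50% protection of heart cells from peroxide-induced death in the single-dose screen, raw or plate-pattern-corrected value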;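 further: 0% = DMSO wells with peroxide and 100% = DMSO wells without peroxide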
# Exocytosis inh = lytic granule exocytosis inhibition; inhibition, % at 10 µM; TALL-104 LAMP-1 surface exposure, flow cytometry; cells stimulated with thapsigargin and PMA; 360,000 compounds, 0.66% hits;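 active means inhibition above about 55%, limit read from the data; inconclusive means no clear call, values can overlap the other calls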
# Vif imaging = HIV Vif inhibition | HEK293T cells, Vif self-association by quenched fluorescence, imaging, 24 h | inhibition, % at 7.49 µM | 340,000 compounds, 0.35% hits; in the data active means inhibition above about 50%, passing the limit was not always enough; inconclusive means no clear call, values can overlap the other calls; inactive means below about 31%; further: some results filed as inactive read as strong as hits
# N-glyco inh = N-linked glycosylation inhibition; D54 ERlucT glycosylation luciferase reporter, 24 h; percent of 100 nM tunicamycin response; reporter increase, % at 12.5 µM; 360,000 compounds, 0.23% hits; AID 588692;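 active means mean luciferase reporter signal, scaled so untreated is 0 and the glycosylation-blocking control 100, at or above a set limit in every replicate; inconclusive means mean reaches the limit but not every replicate does; inactive means mean below the limit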;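 further: luciferase carries N-glycosylation sites so blocking glycosylation raises the light; 0% = median of neutral control wells and 100% = median of 100 nM tunicamycin wells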
# PDI turbidity = blocks human protein disulfide isomerase activity; PDI insulin aggregation turbidity, A650, 90 min; P07237; AID 588391; inhibition, % at 10 µM; 350,000 compounds, 0.052% hits;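 active means mean inhibition across replicates of 30% or more, whatever share of single replicates reach that level; inconclusive means mean inhibition below 30% while every single replicate reaches 30%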;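 further: absorbance from insulin aggregation driven by PDI reduction with DTT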
# * hit, by the source's call; ? = inconclusive; · = no result given.
SMILES,aDG glyco up,m5-HT2A agonist,ABCB6 inh 2,CaV13 FRET inh,iPSC survival up,H9c2 protect,Exocytosis inh,Vif imaging,N-glyco inh,PDI turbidity
Cc1c(O)c(CN2CCCC2)cc2c1oc(=O)c1ccccc12,-0.3,-2.7,99.0,-3.9,0.5,38.0,0.1,-8.2,-2.8,25.2
Nc1nccnc1C(=O)OCC(=O)NCCc1ccc(S(N)(=O)=O)cc1,0.1,-8.6,100.0,-6.1,-0.5,4.7,12.1,16.4,1.2,2.8
CC1(c2nnc(-c3ccccc3)o2)CC(c2c(Cl)cccc2Cl)=NO1 (configuration not stated),0.0,12.4,87.0,-5.4,-4.3,5.9,3.0,-5.1,-2.4,8.5
CCC1CCC2(CC1)NC(=O)N(CC(=O)Nc1cc(C)on1)C2=O (configuration not stated),0.0,3.0,98.0,-5.0,0.2,-2.7,1.1,2.5,1.9,2.2
O=C(c1ccc(S(=O)(=O)Nc2ccccc2F)cc1)N1CCCCCC1,0.3,-0.6,100.0,-2.2,-0.3,-7.5,2.9,-5.1,2.3,-5.6
CC(C)(C)c1ccc(C(=O)NCC(=O)OCC(=O)NC(=O)NC2CCCC2)cc1,-0.2,-4.0,101.0,-17.9,0.1,-4.7,0.5,1.3,1.4,0.1
CCCN(C(=O)c1nc2nccc(C)n2n1)c1c(N)n(Cc2ccccc2)c(=O)[nH]c1=O,-0.2,5.4,95.0,-6.3,-0.2,7.1,-0.2,-1.1,1.4,0.4
CC(C)CCn1c(SCC(=O)OCn2nnc3ccccc3c2=O)nc2ccccc2c1=O,0.1,1.2,96.0,·,2.6,29.0,-7.0,1.5,-0.1,-2.6
O=C(Nc1cccc(Cl)c1)OCc1ccccn1,1.2,3.1,90.0,-3.2,-0.7,-7.7,-4.8,·,·,1.2
COc1ccc([C@H](NC(=O)OC(C)(C)C)C(=O)OC(C)(C)C)cc1,0.1,8.3,99.0,-9.9,0.3,-0.2,-5.5,-3.1,-3.0,8.7
COc1ccc(Cl)cc1S(=O)(=O)N1CCC(C(=O)NCC2CCCO2)CC1 (configuration not stated),0.2,-1.4,105.0,-6.0,0.0,-1.3,-5.6,-1.1,1.1,0.6
CC1CCCN(C(=O)c2ccc(COc3ccccc3Br)cc2)C1 (configuration not stated),0.0,-6.5,96.0,-4.5,2.8,-21.7,0.0,·,8.4,0.9
CCOC(=O)c1nn(C)c(C)c1Cl,-0.2,8.8,99.0,-3.1,8.4,-1.2,-0.3,3.9,0.7,0.1
O=C(CCN1C(=O)[C@@H]2Cc3ccccc3CN2C1=O)N[C@H](Cc1ccccc1)C(=O)O,-0.4,2.0,96.0,·,2.1,7.4,-0.9,3.2,-0.6,·
O=C(O)C1CCCN1S(=O)(=O)c1ccc(F)cc1 (configuration not stated),0.1,1.0,97.0,-4.0,-0.4,5.6,-3.7,-4.3,0.4,-1.0
O=C(CCn1c(=O)oc2ccccc21)Nc1ccc(C(=O)O)cc1,-0.1,0.0,100.0,-7.4,0.4,-0.2,8.5,20.5,0.5,-0.3
Nc1sccc1C(=O)NCCN1CCOCC1,0.1,-4.8,·,-11.3,·,·,-0.8,·,·,·
CCOC(=O)C1=CC[C@@H](c2cccc(C)c2)N(S(=O)(=O)c2ccc(C)cc2)[C@H]1C(=O)OCC,0.1,-0.6,96.0,16.1,3.0,-7.3,-3.7,-4.6,-4.5,6.6
CC(=O)c1cccc(NC(=O)N2C3CCC2CC(NC(=O)C2CC2)C3)c1 (configuration not stated),-0.4,4.3,101.0,-2.4,1.5,-1.0,-1.4,·,0.5,4.2
COc1cccc(-c2nc(CS(=O)(=O)CC(=O)NCCCOC(C)C)c(C)o2)c1,0.1,-1.3,94.0,-6.4,-2.2,5.7,-2.1,-12.4,-1.6,-2.4
Cc1cc(C)c(OCC(=O)N(Cc2ccc(N(C)C)cc2)C2CCS(=O)(=O)C2)c(C)c1 (configuration not stated),-0.1,0.2,98.0,-5.0,-0.4,-1.8,-8.9,-2.5,-1.6,-2.6
COc1ccc(CNC(=O)CSc2n[nH]c(C)c2[N+](=O)[O-])cc1,-0.1,5.2,104.0,-1.9,3.7,-8.8,1.7,-0.2,-0.8,-4.2
O=C(CCSc1nc2ccccc2s1)N/N=C/c1c(O)ccc2ccccc12,0.5,-6.0,100.0,-16.2,-1.7,53.9*,2.9,-3.9,-6.6,4.0
CCOc1cc(C2/C(=C(/O)c3ccc(OC(C)C)cc3)C(=O)C(=O)N2CCCOC)ccc1O (configuration not stated),0.3,-1.3,101.0,·,3.1,4.6,-5.6,9.9,0.0,-21.4
COc1ccc([C@H]2[C@H](C(=O)C(C)(C)C)N3N=Cc4ccccc4C3[C@]23N=C(c2ccccc2)OC3=O)cc1 (some centres not stated),0.2,-4.4,100.0,-5.7,4.3,7.6,0.6,12.1,-0.9,-2.0
COc1ccc2c(c1)c1nc3ccccc3nc1n2Cc1ccc(OC(C)C)c(OC)c1,0.1,-4.1,161.0,-11.0,3.8,-6.8,-2.4,-3.1,-1.2,-21.5
COc1ccc(NS(=O)(=O)c2cccc(NC(=O)C3=NN(c4ccccc4)C(=O)CC3)c2)cc1,0.2,-3.1,100.0,-7.0,1.9,-7.8,10.9,-10.3,-4.0,-4.2
CC(=O)N1CCOc2ccc(S(=O)(=O)NC[C@H]3O[C@@H](n4ccc(=O)[nH]c4=O)[C@H](O)[C@@H]3O)cc21,-0.2,-4.1,101.0,-7.4,-1.3,-3.2,-2.8,·,0.6,0.1
CCc1ccccc1N(CC(=O)Nc1cccnc1)S(=O)(=O)c1ccccc1,0.0,-8.3,89.0,·,-0.5,6.1,4.6,-4.9,-1.9,3.1
CCN(CCNC(=O)C1CCCN(Cc2nc(-c3ccc(OC)cc3)oc2C)C1)c1ccccc1 (configuration not stated),1.1,-10.2,92.0,-6.0,-1.3,2.0,1.4,-7.2,-1.4,10.6
COC(=O)C1=C(O)/C(=C\c2ccc(OCC(=O)Nc3ccccc3OC)cc2)N=C1C,0.2,5.1,105.0,-14.3,-0.3,14.3,6.1,-2.2,-3.2,-6.2
CCOc1ccc(NC(=O)/C(C#N)=C/c2ccc(N3CCCC3)c(C)c2)cc1,0.1,1.3,121.0,-5.0,0.4,-31.7,1.8,?,-3.9,-13.1
CC(c1ccccc1)n1cc(C(=O)NCCCn2ccnc2)nn1 (configuration not stated),0.0,3.9,103.0,-4.1,1.0,1.3,-0.9,-1.3,1.6,1.9
CCCN1CCN(CCCNC(=O)c2ccc(CS(=O)c3ccc(OC)cc3)o2)CC1 (configuration not stated),-0.2,3.6,105.0,-4.4,0.4,-2.4,-8.4,-6.5,-1.2,-0.8
COc1ccc(N2CCN(Cc3nc4c(c(=O)[nH]c(=O)n4C)n3CCCc3ccccc3)CC2)cc1,0.0,-4.4,98.0,-8.1,-0.8,9.2,-3.0,9.3,2.3,-28.1
CN(C)S(=O)(=O)c1cccc(C(=O)OCC(=O)Nc2sccc2C(N)=O)c1,0.1,-0.6,91.0,·,-0.3,-3.9,-5.5,18.5,1.3,-2.3
COc1ccc(C2CC(O)(c3ccccc3)Oc3cc(OC)cc(OC)c32)cc1 (configuration not stated),-0.3,1.0,96.0,-7.1,-1.1,-2.3,4.2,-2.9,-4.0,5.2
C/C(=N\OCC(=O)OCC(=O)N(C)c1ccccc1)c1ccc2c(c1)OCO2,-0.1,-9.0,96.0,-3.2,-0.4,4.2,2.9,-4.5,-1.3,-1.8
CS(=O)(=O)N(CCC#N)Cc1ccc(C=O)o1,0.1,1.2,101.0,-4.0,2.4,-2.8,3.9,16.9,1.9,13.4
CCOC(=O)c1c(-c2ccccc2)oc2ccc(OCC(=O)NNC(=O)CCCC(=O)O)cc12,-0.1,0.6,95.0,-3.2,-0.6,1.2,-7.8,0.3,3.0,-12.4
Cc1cc(=O)oc2cc(OCC(=O)OCc3nnc(-c4ccccc4)o3)ccc12,-0.3,2.7,93.0,-5.5,-0.9,-1.1,-0.3,27.5,0.3,9.0
O=[N+]([O-])c1cc(-c2ccc(C(=S)N3CCOCC3)o2)ccc1Cl,0.7,-2.9,102.0,-49.6,-1.0,-18.5,35.1,-6.6,1.6,0.3
Cc1nn(-c2ccccc2)c(C)c1/C=N/NC(=O)c1ccccc1O,0.1,6.1,100.0,-3.9,-0.8,6.7,?,-4.7,1.9,1.2
Cc1cccc(N2CCN(C(=O)COc3cccc4c3OC(C)(C)C4)CC2)c1C,0.3,-6.1,101.0,0.2,0.0,-0.5,2.3,0.7,-1.5,18.7
COc1ccc(NC(=O)COc2cccc(C(F)(F)F)c2)cn1,0.2,-7.1,100.0,-6.0,1.3,2.9,0.4,-16.2,-0.1,0.1
O=C(Nc1ccc(N2CCN(C(=O)c3ccco3)CC2)cc1)c1ccccc1Br,0.3,1.6,101.0,·,1.2,1.5,-3.4,0.4,-1.9,-5.6
CCn1cc(S(=O)(=O)c2ccc(C)cc2)[nH]c1=O,-0.2,-0.1,97.0,-4.8,-0.6,4.7,-3.6,-0.6,1.0,-2.5
CCOC(=O)c1[nH]c2ccc(Br)cc2c1NC(=O)CCN1CCN(C(=O)OCC)CC1,-0.1,2.9,98.0,-3.9,-0.8,-0.5,-3.5,-6.2,-0.6,0.5
O=C(NCCN1CCCCC1)Nc1ccc(Br)cc1,0.0,-4.6,100.0,8.0,0.3,0.2,1.0,-4.4,-1.0,-0.5
CCC(=O)NC(Nc1sc2c(c1C(=O)OC)CCC2)C(Cl)(Cl)Cl (configuration not stated),-0.1,-3.8,102.0,-5.1,-1.6,-0.5,0.7,-18.1,9.3,-2.2
COc1ccc(C(=O)N/N=C/c2ccc3cccc(OCc4ccccc4)c3n2)cc1,-0.3,-7.2,95.0,-4.3,-4.9,21.3,7.8,-0.1,2.1,5.7
COc1ccc(Cc2nnc(Nc3c(C)cccc3C)o2)cc1OC,0.1,0.2,90.0,-15.2,0.1,6.8,-6.7,-2.4,2.5,2.7
O=C(Oc1ccc2c(=O)c(Cl)coc2c1)c1cccnc1,0.0,5.6,92.0,·,0.9,21.2,-1.6,-4.0,0.5,6.5
CN(C)CCc1cc2c(c3c1ccc1ccccc13)OCO2,0.0,-2.5,93.0,-19.9,-0.5,8.1,10.9,-0.7,78.0*,0.2
COC(=O)c1ccc(C2/C(=C(\O)c3cccc(OC)c3)C(=O)C(=O)N2CCCN2CCOCC2)cc1 (configuration not stated),2.4,3.0,100.0,-3.0,-2.0,-1.4,4.3,3.8,-1.4,-6.8

# Record cards, from the list above.
# `Nc1nccnc1C(=O)OCC(=O)NCCc1ccc(S(N)(=O)=O)cc1` reads aDG glyco up: 0.1; m5-HT2A agonist: -8.6; ABCB6 inh 2: 100.0; CaV13 FRET inh: -6.1; iPSC survival up: -0.5; H9c2 protect: 4.7; Exocytosis inh: 12.1; Vif imaging: 16.4; N-glyco inh: 1.2; PDI turbidity: 2.8
# `COc1ccc(NS(=O)(=O)c2cccc(NC(=O)C3=NN(c4ccccc4)C(=O)CC3)c2)cc1` reads aDG glyco up: 0.2; m5-HT2A agonist: -3.1; ABCB6 inh 2: 100.0; CaV13 FRET inh: -7.0; iPSC survival up: 1.9; H9c2 protect: -7.8; Exocytosis inh: 10.9; Vif imaging: -10.3; N-glyco inh: -4.0; PDI turbidity: -4.2

# No enrichment for hits (roughly 3.1% active in at least one column).
